Source: PubChem (several laboratories)
KOR beta-arrestin-1: KOR agonists, beta-arrestin recruitment, primary screen, cell-based, luminescence, uHTS (AID 1777) | hit rate 0.02% among 280,000 | KOR beta-arrestin recruitment, luminescence; higher % means a stronger effect | Kappa-type opioid receptor (Homo sapiens) | activation, % at 10 µM; hits with a dose series show EC50 in µM; in the data active means activation above about 50%, passing the limit was not always enough; further: a part of the inactive calls stands beside numbers as strong as those of hits
KOR beta-arrestin-2: KOR antagonists, beta-arrestin recruitment, cell-based, luminescence, uHTS (AID 1778); hit rate 0.091% among 290,000; KOR beta-arrestin recruitment, luminescence, antagonist mode; higher % means a stronger effect; Kappa-type opioid receptor (Homo sapiens); inhibition, % at 10 µM, or IC50 in µM where a hit was titrated; further: strong numbers were not always called active
LYP phosphatase: inhibitors of LYP phosphatase, biochemical, fluorescence intensity, uHTS (AID 1779) | one-dose inhibition, % at 11.5 µM; IC50 in µM for titrated hits | Tyrosine-protein phosphatase non-receptor type 22 (Homo sapiens) | hit rate 0.054% among 290,000 | recombinant LYP phosphatase, fluorescence intensity; higher % means a stronger effect;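 further: plate controls were vehicle with enzyme for no effect and no enzyme for full effect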
PhoP inhibition: inhibitors of PhoP regulon expression, primary screen, Salmonella Typhimurium, GFP reporter (AID 1863); S. Typhimurium PhoP-regulated promoter GFP reporter, 4 h; higher % means a stronger effect; inhibition, % at 50 µM, or IC50 in µM where a hit was titrated; hit rate 0.16% among 300,000;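 active means inhibition over 29.93%, a cutoff 3 SD above the screen mean, later confirmed by dose response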;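 further: 0% = low Mg2+ inducing control and 100% = high Mg2+ repressing control; strong numbers were not always called active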
NOD1 NF-kB reporter: NOD1 signaling inhibitors, primary screen, cell-based, luminescence, uHTS (AID 1578); NOD1-driven NF-kB luciferase reporter cells, luminescence; higher % means a stronger effect; one-dose inhibition, % at 4 µM; EC50 in µM for titrated hits; hit rate 1% among 290,000; in the data active means inhibition mostly above about 36%, no sharp cut-off; inactive means mostly below about 34%;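 further: HEK-293T reporter cells stimulated with the NOD1 agonist gamma-tri-DAP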
HEK293 NOD2/NF-kB: NOD2 signaling inhibitors, cell-based, luminescence, uHTS, HEK293 (AID 1566). hit rate 0.63% among 290,000. inhibition, % at 4 µM; hits with a dose series show EC50 in µM. HEK293 NOD2/NF-kB luciferase reporter, luminescence; higher % means a stronger effect; further: many of its hits are not listed in these tables
HIV peptide binding: inhibitors of HIV fusion peptide binding, primary screen, biochemical, uHTS, fluorescence dequenching (AID 1986); hit rate 0.3% among 290,000; inhibition, % at 20 µM, or IC50 in µM where a hit was titrated; cell-free peptide binding, fluorescence dequenching, 30 min; higher % means a stronger effect; in the data active means inhibition mostly above about 52%, no sharp cut-off; inactive means mostly below about 76%; further: some results filed as inactive read as strong as hits
SIAH1 antagonists: Siah-1 peptide-binding antagonists, primary screen, biochemical, fluorescence polarization, rhodamine-plectin, uHTS (AID 1817). hit rate 0.02% among 290,000. displacement, % at 20 µM, or IC50 in µM where a hit was titrated. E3 ubiquitin-protein ligase SIAH1 (Homo sapiens). Siah-1 / rhodamine-plectin peptide fluorescence polarization; higher % means a stronger effect;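 active means displacement of at least 50% at 20 µM, with a fluorescence ratio check between 0.3 and a set limit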;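 further: plate controls were Siah plus tracer with DMSO for no effect and tracer alone without Siah for full effect; strong numbers were not always called active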
Myeloid diff 2: induction of myeloid progenitor differentiation, primary screen, cell-based, flow cytometry, MLPCN library; ER-HoxA9 myeloid progenitors, lysozyme-GFP differentiation; calls only at 10 µM; hit rate 1% among 360,000;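 active means normalized GFP-positive differentiation at or above the plate's own cutoff, the solvent-only control mean plus 3 SD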;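 further: cells exposed to compound for four days before flow analysis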
Myeloid diff 2 GFP+ MAC1+ %: recorded beside Myeloid diff 2, whose call it bears; GFP+ MAC1+ double positive, %; measured here: differentiation confirmed by MAC1 staining
* marks the source's active call; other numbers are inactive results; i = inactive; · = no result given; [ ] = another dose, or the depositor's remark. Unless noted, no stated cut-off is given here; in the data, active means inhibition above about 50%; inactive means the rest. Only part of the results is shown (hit frequency here may not be typical).

nr	smiles	KOR beta-arrestin-1	KOR beta-arrestin-2	LYP phosphatase	PhoP inhibition	NOD1 NF-kB reporter	HEK293 NOD2/NF-kB	HIV peptide binding	SIAH1 antagonists	Myeloid diff 2	Myeloid diff 2 GFP+ MAC1+ %
1	COc1cc(SC)ccc1C(=O)N(Cc1ccccc1)c1ccccn1	-0.4%	9%	-7%	-2%	-5%	16%	1.5%	1%	i	1.1
2	CC(=O)Nc1c(-c2ccc3ccccc3c2)nc2ccccn12	-4.7%	12%	-12%	9%	-2%	-31%	-0.4%	6%	i	0.5
3	CCOc1ccc(NC(=O)Nc2ccccc2C(N)=O)cc1	-0.2%	-26%[20 µM]	2%	2%	-24%	-20%	2.4%	0%	i	1.0
4	CCn1c(CSc2nnc(-c3ccc4c(c3)OCO4)o2)nc2cc(S(=O)(=O)N(C)C)ccc21	-1.1%	-4%	3%	-8%	-9%	3%	0.3%	2%	i	0.7
5	CC(C)(C)N/N=C/c1c(O)n(-c2ccc(Cl)cn2)c(=O)c2ccccc12	0.8%	·	-6%	2%	2%	-6%	4.0%	-5%	i	0.3
6	C=CCNC(=O)NC(=O)COC(=O)/C(C#N)=C/c1ccc(OC)cc1	0.5%	-26%	3%	-4%	-43%	1%	0.2%	-3%	i	0.4
7	COc1ccccc1/C=N/OC(=O)c1ccc(C)cc1	-2.8%	-29%	-1%	2%	-30%	0%	0.2%	-3%	i	0.7
8	O=C(NNC(=O)c1ccco1)c1cccc(Br)c1	1.1%	-8%	-10%	10%	-44%	-8%	-0.7%	6%	i	1.2
9	O=C(COc1ccc(Cl)cc1Cl)N(c1ccccn1)C1CCCCC1	17%	7%	4%	12%	-29%	14%	1.0%	6%	i	0.6
10	NC(=S)N/N=C/c1coc2ccc(O)cc2c1=O	-1.4%	18%	-3%	-8%	0%	18%	-2.7%	4%	i	0.3
11	CN(c1ccccc1)S(=O)(=O)c1cccc(NC(=O)CSc2nnc(N)s2)c1	6.1%	-6%	1%	12%	-12%	-2%	-2.2%	2%	i	0.2
12	O=C1NC(=S)S/C1=C\c1coc2ccccc2c1=O	1.8%	-26%	6%	-3%	-22%	-27%	19%	-7%	i	0.6
13	CC(C)N(O)C(=O)NC(C)(C)C	0.5%	38%	-3%	1%	-13%	7%	0.5%	6%	i	1.2
14	S=C(NCc1ccc2c(c1)OCO2)NCc1ccco1	-0.6%	2%	4%	-5%	32%	-8%	-1.3%	-3%	i	0.7
15	CCNc1nc(N)nc(Oc2ccc(OCCOc3ccccc3)nn2)n1	2.1%	-1%	1%	7%	-24%	5%	2.7%	4%	i	0.9
16	CCC(C)(C)C1CCC2(CC1)NC(=O)N(CC(=O)N1CCN(S(=O)(=O)c3cc(C)ccc3C)CC1)C2=O (stereo not drawn)	-1.9%	-37%	1%	-3%	-2%	36%	3.6%	3%	i	1.5
17	CCCCC(=O)Nc1ncc2c(n1)CC(C)(C)CC2=O	-2.9%	19%	-10%	-2%	-7%	13%	22%	5%	i	0.8
18	Cc1ccn2c(Nc3ccc4c(c3)OCO4)c(-c3ccc(O)cc3)nc2c1	0.0%	25%	-19%	-4%	11%	13%	-3.9%	-7%	i	0.2
19	CC1=CC(C)(C)N=C(NC#N)N1	-1.7%	1%	-10%	4%	-9%	-1%	-0.8%	0%	i	1.1
20	Oc1cccc2ccc(Nc3ccccn3)nc12	4.7%	14%	2%	19µM*	-22%	-10%	0.6%	-5%	i	2.6
21	CCN(CC)S(=O)(=O)c1cccc2cc(C(=O)O)c(O)cc12	-0.9%	12%	-6%	-9%	-1%	8%	0.0%	6%	i	2.6
22	CCOc1ccccc1C(=O)NCC(=O)NCC1CCCCC1	1.3%	-39%	-12%	-1%	-19%	-3%	0.5%	5%	i	0.8
23	CC(=O)c1ccc(OC(=O)CN2C(=O)c3ccccc3C2=O)cc1	-0.2%	-14%	-6%	11%	-4%	1%	-1.8%	2%	i	0.3
24	COc1cc(C(=O)NC(=S)Nc2ccc(Cc3ccncc3)cc2)cc(OC)c1OC	12%	-4%	0%	7%	17%	48%	0.3%	-6%	i	0.9
25	CCOc1ncccc1C(=O)NCC(c1ccccc1)N(C)C (stereo not drawn)	2.9%	-21%	-10%	-7%	-15%	9%	0.5%	0%	i	0.3
26	CC(C)C(=O)Nc1cccc(NC(=O)c2cc3ccccc3o2)c1	-2.1%	15%	-1%	-4%	-47%	-45%	1.5%	5%	i	0.6
27	O=C1C2CC=C(Cl)CC2C(=O)N1CN(Cc1ccco1)CN1C(=O)C2CC=C(Cl)CC2C1=O (stereo not drawn)	-4.9%	5%	5%	-9%	-8%	-1%	3.1%	9%	i	0.1
28	O=C(Nc1ccc(S(=O)(=O)NCCc2ccccc2)cc1)c1ccc(Br)o1	12%	27%	5%	0%	-28%	-16%	0.6%	5%	i	1.8
29	Cc1nc2sc(-c3ccccc3)cc2c(=O)n1/N=C/N(C)C	3.8%	-8%	7%	4%	-50%	-91%	-0.4%	-3%	i	0.4
30	CN(C)c1cc(-c2ccc(Cl)c(Cl)c2)oc(=O)c1Cl	-0.7%	9%	-3%	-1%	-2%	5%	6.3%	21%	i	0.2
31	CN1CCCN(Cc2ccccc2Br)CC1	0.7%	14%	-10%	3%	4%	13%	-1.5%	-3%	i	0.2
32	CCc1nnc(NC(=O)c2ccc(-c3cc(C(F)(F)F)ccc3Cl)o2)s1	2.4%	19%	-11%	-3%	-8%	6%	0.4%	3%	i	4.1
33	CCOc1ccc(NC(=O)CSc2nnc(-c3ccccc3Cl)n2Cc2ccco2)cc1	7.5%	-7%	1%	6%	14%	-13%	-0.5%	-1%	i	0.7
34	COc1ccccc1NS(=O)(=O)c1ccc(O)c(C(N)=O)c1	-2.3%	15%	0%	3%	-24%	10%	-2.1%	-4%	i	0.5
35	Cc1ccc(NC(=O)CN2C(=O)c3ccccc3C2=O)c(C)c1	0.7%	-22%[20 µM]	-13%	3%	-21%	7%	1.4%	5%	i	0.4
36	Cn1c(=O)c2c(nc(SCC(=O)Nc3ccccc3N3CCCCC3)n2C)n(C)c1=O	-5.2%	21%	-2%	4%	-21%	17%	-0.6%	4%	i	6.5
37	COc1ccc(S(=O)(=O)N=Nc2c(O)[nH]c3ccccc23)cc1	-0.8%	20%	-10%	1%	-16%	8%	2.9%	-2%	i	0.3
38	COc1ccc(-c2cc(=O)oc3cc(OCC(=O)N[C@@H](Cc4c[nH]c5ccccc45)C(=O)O)ccc23)cc1	2.3%	11%[20 µM]	1%	-5%	-7%	20%	23%	-4%	i	2.4
39	Cc1nc(-c2ccc(NC(=O)C3CCCCC3)cc2)cs1	-2.3%	-3%	-1%	6%	-135%	-102%	-0.3%	2%	i	0.2
40	CC(C(=O)NCC1CCCO1)c1ccc([N+](=O)[O-])cc1 (stereo not drawn)	-4.5%	22%[20 µM]	-8%	-7%	-33%	16%	-0.8%	10%	i	0.5
41	COc1ccccc1N1CCN(C(=O)CN(CCc2ccccc2)S(C)(=O)=O)CC1	0.6%	-27%	-7%	5%	·	17%	-3.2%	-2%	i	3.5
42	CC1CN(C(=O)c2cc(COc3c(F)cccc3F)on2)CCN1C (stereo not drawn)	-0.8%	-21%	0%	-1%	-16%	-2%	5.2%	-1%	i	2.2
43	O=C(NCc1ccc(Cl)cc1)C(=O)NCC(c1ccco1)N1CCOCC1 (stereo not drawn)	-0.6%	-26%	-1%	-2%	-3%	24%	-0.4%	4%	i	2.9
44	CCC(Sc1nc2ccccc2s1)C(=O)Nc1cc(C)on1 (stereo not drawn)	0.0%	-14%	4%	-4%	-14%	20%	0.9%	2%	i	0.2
45	O=C(O)CCCCC1CCSS1 (stereo not drawn)	0.7%	27%	14%	-8%	-30%	3%	63%*	25%	i	4.9
46	NC(=O)c1cccc2c1-c1ccccc1/C2=N/NC(N)=S	-0.3%	-6%	-4%	-4%	5%	-10%	-0.9%	1%	i	0.9
47	O=C(NCCC1=CCCCC1)C1CCCN(S(=O)(=O)c2ccc(F)cc2)C1 (stereo not drawn)	-1.1%	25%	0%	0%	-14%	8%	2.6%	0%	i	1.9
48	O=C(Nc1nnc(S(=O)(=O)N2CCOCC2)s1)c1ccccc1	-3.4%	29%[20 µM]	0%	·	-47%	-2%	8.4%	-1%	i	2.4
49	CCOC(=O)c1ccccc1NC(=O)Cn1cnc2c(cnn2C(C)(C)C)c1=O	-0.6%	20%	-1%	-3%	-2%	-19%	2.3%	5%	i	1.6
50	COc1cccc(NC(=O)Cn2cc(C#N)c3ccccc32)c1	-3.9%	6%	-6%	-8%	-27%	-11%	4.6%	1%	i	0.9
51	OCCC1CN(Cc2cccn2-c2ccccn2)CCN1C1CCCC1 (stereo not drawn)	-2.0%	-28%	-6%	-4%	-18%	-8%	1.0%	0%	i	0.2
52	CCOC(=O)c1cc(CC)sc1NC(=O)COc1ccc2c(C)cc(=O)oc2c1	-2.8%	5%	-3%	-3%	-34%	15%	-0.1%	-3%	i	0.5
53	COc1ccccc1CNC(=O)COC(=O)Cc1ccsc1	-3.1%	-11%	-3%	-1%	-37%	21%	0.9%	-1%	i	1.0

Part of the list above in order of length of the SMILES, largest number first:
nr	smiles	KOR beta-arrestin-1	KOR beta-arrestin-2	LYP phosphatase	PhoP inhibition	NOD1 NF-kB reporter	HEK293 NOD2/NF-kB	HIV peptide binding	SIAH1 antagonists	Myeloid diff 2	Myeloid diff 2 GFP+ MAC1+ %
52	CCOC(=O)c1cc(CC)sc1NC(=O)COc1ccc2c(C)cc(=O)oc2c1	-2.8%	5%	-3%	-3%	-34%	15%	-0.1%	-3%	i	0.5
47	O=C(NCCC1=CCCCC1)C1CCCN(S(=O)(=O)c2ccc(F)cc2)C1 (stereo not drawn)	-1.1%	25%	0%	0%	-14%	8%	2.6%	0%	i	1.9
43	O=C(NCc1ccc(Cl)cc1)C(=O)NCC(c1ccco1)N1CCOCC1 (stereo not drawn)	-0.6%	-26%	-1%	-2%	-3%	24%	-0.4%	4%	i	2.9
48	O=C(Nc1nnc(S(=O)(=O)N2CCOCC2)s1)c1ccccc1	-3.4%	29%[20 µM]	0%	·	-47%	-2%	8.4%	-1%	i	2.4
50	COc1cccc(NC(=O)Cn2cc(C#N)c3ccccc32)c1	-3.9%	6%	-6%	-8%	-27%	-11%	4.6%	1%	i	0.9
44	CCC(Sc1nc2ccccc2s1)C(=O)Nc1cc(C)on1 (stereo not drawn)	0.0%	-14%	4%	-4%	-14%	20%	0.9%	2%	i	0.2
53	COc1ccccc1CNC(=O)COC(=O)Cc1ccsc1	-3.1%	-11%	-3%	-1%	-37%	21%	0.9%	-1%	i	1.0
45	O=C(O)CCCCC1CCSS1 (stereo not drawn)	0.7%	27%	14%	-8%	-30%	3%	63%*	25%	i	4.9
